Source: PubChem BioAssay
CASP6 VEID inh = inhibitors of human caspase-6 | inhibition, % at 12.5 µM | P55212 | purified caspase-6, Z-VEID-R110 cleavage fluorescence | 350,000 tested, 0.53% active;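 active = mean inhibition across replicates at least about 35%, with every replicate also reaching that limit, limit read from the data; inconclusive = only one of the two criteria met; inactive = neither criterion met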;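 note: 0% = median of neutral control wells and 100% = no fluorescence left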
Target sequence (P55212 24-179 limits assumed): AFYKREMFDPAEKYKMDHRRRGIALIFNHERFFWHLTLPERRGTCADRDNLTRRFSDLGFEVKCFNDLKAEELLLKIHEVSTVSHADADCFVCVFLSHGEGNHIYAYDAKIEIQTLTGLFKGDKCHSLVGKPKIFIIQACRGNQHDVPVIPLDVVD
Target sequence (P55212 194-293 limits assumed): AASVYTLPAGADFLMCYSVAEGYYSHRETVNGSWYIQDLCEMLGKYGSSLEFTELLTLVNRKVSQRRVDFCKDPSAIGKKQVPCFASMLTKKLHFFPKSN
Statin myotox sup = suppressors of simvastatin-induced myotoxicity in C2C12 myotubes; ATP luminescence, 48 h; scaled: DMSO 0, geranylgeraniol control 100; rescue of ATP level, % at 7.49 µM; 330,000 tested, 0.78% active;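 active = mean ATP rescue above about 67%, or every replicate alone reaching that limit, limit read from the data, passing the limit was not always enough; inconclusive = no clear call, values can overlap the other calls; inactive = mean under the limit and some replicate under it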;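 note: myotubes were challenged with 10 µM simvastatin during compound exposure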
LGR2 inh = blocks bursicon-induced cAMP signaling via Drosophila LGR2. 380,000 tested, 0.35% active. HEK293 LGR2, CRE-luciferase, bursicon-stimulated, 4 h. inhibition, % at 9.99 µM;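 active = drop in luminescence signal, shown as inhibition above about 50% in the replicate tests, limit read from the data, passing the limit was not always enough; inconclusive = probably only some replicates passing the limit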;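 note: agonist challenge used bursicon conditioned medium at about half maximal strength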
S100A4 inh HTS = blocks human S100A4 binding to myosin IIA peptide; AID 652163; 360,000 tested, 0.14% active; inhibition, % at 10.7 µM; P26447; S100A4/TAMRA-MyoIIA peptide fluorescence polarization;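 active = mean inhibition of at least 70% across replicates, with every replicate also reaching that level; inconclusive = mean inhibition reaches 70% but some replicates fall short; inactive = mean inhibition below 70%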
Target sequence (P26447 whole entry, looked up): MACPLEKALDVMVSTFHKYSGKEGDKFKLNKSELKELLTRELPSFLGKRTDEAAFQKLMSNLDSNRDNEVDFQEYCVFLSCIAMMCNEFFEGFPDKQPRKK
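Compound dosing: one dose per compound; test system: human S100A4 monomer with TAMRA-labelled myosin IIA peptide; probe or stimulus: TAMRA-labelled myosin IIA heavy-chain peptide probe, 5 nM; medium: HEPES buffer with Ca2+, pH 7.2; schedule: 5 min incubation before reading; benchmarks: neutral control DMSO, positive control TFP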
FN deposit inh = fibronectin deposition inhibition. 350,000 tested, 0.086% active. AH1F fibroblasts, Alexa488-fibronectin deposition fluorescence, overnight. inhibition, % at 12.6 µM. AID 743247;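 active = mean inhibition across replicates of 30% or more, regardless of how many single replicates reach that level; inconclusive = mean under 30% yet at least half of replicates reach 30%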;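 note: positive control wells lacked labelled fibronectin entirely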
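Material: AH1F fibroblasts assembling fluorescent fibronectin matrix; amount: 10000 AH1F cells/well; medium: DMEM, 2% serum; reagent: Alexa488-fibronectin, 24 nM final in well; dosing: single compound dose, delivered by pin transfer; incubation: 1 h adhesion, overnight exposure; detection: fluorescence after three HBSS washes, excitation 485 nm, emission 525 nm; measure: fibronectin deposition inhibition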
SIRT5 inh = blocks human SIRT5 desuccinylation of peptide; Q9NXA8; Purified SirT5, succinyl-peptide AMC, trypsin-coupled fluorescence; inhibition, % at 15 µM; 330,000 tested, 1.1% active; AID 652115; in the data active = inhibition above about 15%; inconclusive = no clear call, values can overlap the other calls
Target sequence (Q9NXA8 whole entry, looked up): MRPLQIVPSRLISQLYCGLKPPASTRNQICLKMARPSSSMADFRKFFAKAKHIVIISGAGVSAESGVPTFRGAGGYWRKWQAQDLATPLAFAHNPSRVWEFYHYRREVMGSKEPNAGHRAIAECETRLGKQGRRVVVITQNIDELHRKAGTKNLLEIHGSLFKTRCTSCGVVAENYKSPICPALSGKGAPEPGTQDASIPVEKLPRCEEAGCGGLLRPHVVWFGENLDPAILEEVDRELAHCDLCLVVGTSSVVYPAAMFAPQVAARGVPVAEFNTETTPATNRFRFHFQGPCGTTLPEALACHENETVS
esBAF inh = blocks esBAF chromatin remodeling in mouse ES cells. Bmi1-luciferase knock-in reporter, 24 h; 100% = twice the neutral-well signal. 350,000 tested, 2% active. reporter increase, % at 12.5 µM; in the data active = activation above about 40%; inconclusive = no clear call, values can overlap the other calls;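 note: 0% = median of the plate's neutral control wells and 100% = double that signal; a rise in the Bmi1 reporter signal indicates esBAF inhibition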
* hit, by the source's call; ? = inconclusive; . = not tested or not shown; & = joins results of further samples. Some of the compounds tested; the hit share may differ from the screen's.

No.	structure	LGR2 inh	CASP6 VEID inh	esBAF inh	S100A4 inh HTS	Statin myotox sup	FN deposit inh	SIRT5 inh
1	C[C@H]1CN([C@@H](C)CO)C(=O)c2ccccc2-c2ccccc2CO[C@@H]1CN(C)C(=O)[C@@H](Cc1ccccc1)N(C)C	-1	2	1	14	-18	.	0
2	CN(C)CCNC(=O)C(=O)Nc1cc2c3c(c1)CCN3C(=O)CC2	-3	-8	-1	-6	6	-7	-2
3	O=C(Nc1ccccc1F)N[C@@H]1CC[C@H](CCNC(=O)C2CCC2)O[C@@H]1CO	19	-2	0	6	0	.	-3
4	CCOC(=O)N1CCN(C(=O)c2ccc3c(=O)n(-c4cc(OC)ccc4OC)c(=S)[nH]c3c2)CC1	-15	-3	0	3	24	1	-5
5	C[C@H](CO)N1C[C@H](C)[C@H](CN(C)C)Oc2cc(C#Cc3ccccc3)ccc2S1(=O)=O	-4	0	3	-8	1	.	0
6	COc1ccc(S(=O)(=O)N(C)C[C@@H]2Oc3ccc(NC(=O)Nc4c(C)noc4C)cc3C(=O)N([C@H](C)CO)C[C@@H]2C)cc1	-2&-3	4&3	-1&6	-1&-1	-3&1	4	-16&-6
7	CC(=O)C1(O)CCC2C3CCC4CC(O)CCC4(C)C3C(=O)CC21C (stereo not given)	.	-4	.	-3	8	.	.
8	CCOC(=O)N1CCC(NC(=O)c2cc3c(=O)[nH]c4ccccc4c3n2C)CC1	-4	-1	.	0	.	9	-2
9	C[C@@H]1CN([C@H](C)CO)S(=O)(=O)c2ccc(/C=C/c3ccccc3)cc2O[C@H]1CN(C)C(=O)CN1CCOCC1	-5	9	3	-4	19	.	4
10	COc1ccc(CCN(C)C2CCCN(C(=O)CCSC)C2)cc1OC (stereo not given)	6	-1	2	-12	-2	-4	-1
11	CCC(=O)N1CC2(C1)CN(Cc1ccc3c(c1)OCO3)[C@H](CO)c1c2c2ccc(OC)cc2n1C	9	2	.	-2	.	.	-1
12	CN(C(=S)NC(=O)c1ccccc1)C1CCCCC1	-4	-1	3	5	-8	1	1
13	Cc1cc(NC(=O)CSc2nccn2-c2cccc(Cl)c2)no1	-4	-5	-3	17	-14	3	-3
14	C[C@@H]1CN([C@@H](C)CO)C(=O)CCCn2nncc2CO[C@@H]1CN(C)C(=O)Nc1ccnc(N2CCOCC2)c1	5	0&0	-7&-1	-2&3	-10&-13	0&6	-3&1
15	Cc1oc(-c2ccccc2Cl)nc1CSc1nc2c(c(=O)[nH]1)CCCC2	8	3	.	14	.	-4	-3
16	CC(NC(=O)c1ccccc1)C(=O)Nc1ccccc1 (stereo not given)	-18	-2	0	0	5	8	-2
17	Cc1ccnc(NC(=O)c2ccccc2NC(=O)c2ccc(Cl)cc2Cl)c1	-4	1	-6	-7	-24	7	3
18	O=C(C[C@@H]1C/C=C\C[C@H](NC(=O)OCC2c3ccccc3-c3ccccc32)C(=O)OC[C@@H]2CCCN2C1=O)NCCO	-3	.	-16	1	-25	1	.
19	CCOC(=O)N1CCN(Cc2cn[nH]c2-c2ccc(-c3ccccc3)cc2)CC1	-14	2	.	21	.	5	7
20	COc1cc(C2NC(=O)NC(c3ccccc3)=C2C(C)=O)cc([N+](=O)[O-])c1O (stereo not given)	2	-1	-9	-2	5	2	.
21	O=C1c2ccccc2[C@@H]2C[C@H](NC34CC5CC(CC(C5)C3)C4)[C@@H](O)CCN12	15	-2	-4	13	-11	.	-2
22	COC(=O)C1=CN(c2ccc(OC)cc2OC)C(N)=C(C#N)C1c1cccc([N+](=O)[O-])c1 (stereo not given)	-12	-3	.	2	.	0	.
23	COc1ccc(CN(C)C[C@H]2OCCCC[C@@H](C)Oc3ccc(NS(C)(=O)=O)cc3C(=O)N([C@@H](C)CO)C[C@@H]2C)cc1	14	-1	-2	-7	41	.	-7
24	CCOc1ccc(/C=N/NC(=O)CN2CCCCCCC2)cc1	8	-42	-6	-4	1	-2	0
25	N#CC1(C#N)OC12CCS(=O)(=O)c1ccccc12 (stereo not given)	-2	-1	.	-7	.	-25	-2
26	Cc1noc(C)c1S(=O)(=O)Nc1ccc2c(c1)CC(=O)N([C@H](C)CO)C[C@@H](C)[C@H](CN(C)Cc1ccc(-c3ccccc3)cc1)O2	-8	1	1	-7	111*	.	12
27	Nc1cnn(C2CCCO2)c(=O)n1 (stereo not given)	7	.	4	.	-12	.	.
28	O=C(Nc1nncs1)c1cc(-c2ccco2)nc2ccccc12	.	2	0	1	-4	-2	.
29	CCOC(=O)c1c(CCl)nc2ccccc2c1-c1ccccc1	8	2	-9	-6	8	9	-6
30	O=C(COC(=O)c1ccccc1C(=O)c1ccccc1)NCCc1ccc(Cl)cc1Cl	26	-4	6	5	-1	-2	0

Profiles, looked up by structure. Screens in order: LGR2 inh | CASP6 VEID inh | esBAF inh | S100A4 inh HTS | Statin myotox sup | FN deposit inh | SIRT5 inh
`O=C1c2ccccc2[C@@H]2C[C@H](NC34CC5CC(CC(C5)C3)C4)[C@@H](O)CCN12` is entered as 15 | -2 | -4 | 13 | -11 | . | -2
`C[C@H]1CN([C@@H](C)CO)C(=O)c2ccccc2-c2ccccc2CO[C@@H]1CN(C)C(=O)[C@@H](Cc1ccccc1)N(C)C` is entered as -1 | 2 | 1 | 14 | -18 | . | 0

Next compounds follow:
No.	structure	LGR2 inh	CASP6 VEID inh	esBAF inh	S100A4 inh HTS	Statin myotox sup	FN deposit inh	SIRT5 inh
31	COc1ccc(-c2cscc2N)cc1	-9	-3	.	-2	.	1	.
32	CC(=O)c1ccc(NC(=O)C2CCN(S(=O)(=O)c3ccc4c(c3)N(C(C)=O)CCO4)CC2)cc1	0	10	2	-5	15	10	-2
33	CS(=O)(=O)c1ccc(C(=O)Nc2cc(S(C)(=O)=O)ccc2Cl)cc1	5	-8	-8	-1	2	-1	-7
34	C[C@H](CO)N1C[C@H](C)[C@H](CN(C)Cc2ccc(-c3ccccc3)cc2)Oc2ccc(NC(=O)CCCCCC(=O)Nc3ccccc3N)cc2C1=O	-114	2	.	0	.	.	23*
35	Nc1ccc(N2CCCCC2)c(Cl)c1	10	-6	.	-5	.	-18	-7
36	C[C@H]1CN([C@@H](C)CO)C(=O)c2cc(NS(=O)(=O)c3cn(C)cn3)ccc2O[C@@H]1CN(C)CC1CC1	5	-3	3	-6	3	.	.
37	CCc1ccc(NC(=O)CCn2cccc2)cc1	.	.	?	.	-16	-5	.
38	COc1ccc(NC(=S)NC2CCCCCC2)c(OC)c1	2	0	.	-29	.	-5	0
39	CC(NC(=O)CNC(=O)c1ccccc1F)c1ccc(-n2ccnc2)cc1 (stereo not given)	-4	-4	2	-4	2	-8	0
40	CC1CC(C)CN(C(=O)C(Cc2ccccc2)n2cccc2)C1 (stereo not given)	-3	-2	.	-4	.	-3	4
41	Cc1ccc(Nc2nc(N)nc(CN3CCN(C)CC3)n2)cc1	.	.	10	.	5	-3	.
42	CN(C)S(=O)(=O)c1cccc(NC(=O)COc2ccc(C(=O)c3ccccc3)cc2)c1	-1	-3	3	-3	-6	7	1
43	CCN(C[C@H]1N[C@@](Cc2ccccc2)(C(=O)OC)[C@H]2C(=O)N(C)C(=O)[C@@H]12)C(=O)Nc1ccc(F)cc1	1	-3	-4	-4	1	-11	-5
44	Cc1cc(NC(=O)C(C)SCC(=O)Nc2ccc(Br)cc2Br)no1 (stereo not given)	17	5	2	-1	24	1	0
45	O=C(C[C@H]1CC[C@H](NC(=O)c2ccc(F)cc2)[C@@H](CO)O1)NCc1ccncn1	-13	-3	-9	-6	-7	.	9
46	CN(C)C(=O)c1ccc(-c2ccccc2[C@H]2[C@H](C#N)N(C(=O)C3CCCCC3)[C@H]2CO)cc1	-7	2	.	-20	.	-3	-1
47	CCc1c(C)sc(NC(=O)c2cc(-c3cc(OC)ccc3OC)on2)c1C#N	22	.	-2	.	15	-8	.
48	CCOC(=O)c1ccccc1NC(=O)c1n[nH]c(=O)c2ccccc12	-17	.	-16	.	-34	-7	.
49	CC(OC(=O)c1ccc([N+](=O)[O-])o1)C(=O)Nc1nc(-c2ccc(F)c(F)c2)cs1 (stereo not given)	-77	9	.	-2	-4	-3	0
50	O=C(Nc1ccccc1)c1cccc(S(=O)(=O)NC2CCCC2)c1	8	2	6	2	-3	-2	-1
51	N#Cc1ccc(-c2ccc(F)cc2)nc1Sc1ccc(F)cc1	.	.	-7	.	-20	-15	.
52	C[C@@H]1CCCCO[C@@H](CN(C)S(=O)(=O)c2ccc(F)cc2)[C@H](C)CN([C@@H](C)CO)C(=O)c2cc(NC(=O)Cc3ccccc3)ccc2O1	-1	.	14	.	52	-3	.
53	NC(=O)CC(NC(=O)Cc1cccc2ccccc12)c1ccc(NCCc2ccc(F)cc2)c([N+](=O)[O-])c1 (stereo not given)	4	.	0	.	26	-14	.
54	O=C(Nc1nnc(C2CC2)s1)C1COc2ccccc2O1 (stereo not given)	.	2	.	-1	.	8	1
55	CC(C)C(=O)Nc1ccc2c(c1)C(=O)N(C)[C@@H]1CC[C@H](CC(=O)NCc3ccc(F)cc3)O[C@H]1CO2	-1	2	2	-3	-5	-8	2
56	CC(C)(C(=O)N1CCC1(C)C(=O)NS(=O)(=O)c1ccc(Br)cc1)c1ccccc1 (stereo not given)	0	3	-4	-5	-15	-1	-12
57	O=C(CCn1c(=O)sc2ccccc21)Nc1nc2ccccc2s1	-24	0	-5	4	-3	-8	0
58	CC(OC(=O)CNC(=O)c1ccc(F)cc1)C(=O)Nc1ccc(S(=O)(=O)N2CCOCC2)cc1 (stereo not given)	3	4	-7	-4	-1	-8	0
59	COc1cc2c(cc1OC)C(C(=O)O)C(c1ccc(C)o1)N(C)C2=O (stereo not given)	.	.	-2	.	0	-3	.
60	Cc1[nH]c(SCC(=O)Nc2cc(C(N)=O)cc(C(N)=O)c2)nc1Cc1ccccc1	3	-3	0	-3	5	1	.
61	CS(=O)(=O)N(CC(=O)Nc1cc(Cl)ccc1Cl)c1ccccc1Cl	.	.	-4	.	17	-2	.
62	Cc1cccc(N(CC(=O)NCC2CCCO2)C(=O)CCC(=O)Nc2nccs2)c1 (stereo not given)	25	-2	9	-4	0	3	-1
63	CCN(CC)C(=O)c1ccc(/C=C/c2c[nH]c3ccccc23)[n+](C)c1	5	.	0	.	-73	-17	.
64	OCC1CCCN(C(=S)Nc2ccc(Oc3ccccc3)cc2)C1 (stereo not given)	-47	0	82*	-1	-10	-6	1
65	CCCCN1C(=O)C(CC(=O)NCCCCc2ccccc2)CC(C(=O)N2CCCCCC2)=C1C (stereo not given)	19	5	.	-1	.	-10	.
66	C[C@H]1CCCCO[C@@H](CN(C)Cc2ccccc2)[C@@H](C)CN([C@@H](C)CO)C(=O)c2cc(NC(=O)C3CCCCC3)ccc2O1	7	0	-7	-3	.	.	4
67	CN(c1ccccc1)S(=O)(=O)c1cccc(C(=O)Nc2nn[nH]n2)c1	-3	0	3	-2	9	-24	-1
68	C[C@@H]1CN([C@@H](C)CO)C(=O)c2cccc(NS(=O)(=O)c3cccs3)c2O[C@H]1CN(C)C(=O)Nc1cccc2ccccc12	10	2	-2	-7	13	-3	0
69	O=C(COc1ccc(Cl)cc1)Nc1c(-c2cccs2)nc2ccccn12	-9	0	.	4	.	10	-8
70	CCn1c(CNC(=O)COc2ccc(C(C)C)cc2)nnc1SCC(=O)NC1CCCCC1C (stereo not given)	.	.	-12	.	0	5	.
71	CCOP(=O)(OCC)/C(C#N)=C/c1ccc(-c2ccc(F)cc2F)o1	-2	1	18	-3	-10	-11	-3
72	CCN1CCN(CC(=O)N2N=C(c3cccs3)CC2c2ccc(OC)cc2)C(=O)C1=O (stereo not given)	12	-1	.	0	.	.	3
